Screens from PubChem.
CXCR6 block = CXCR6 (human) receptor inhibition; O00574; CHO-K1 PathHunter CXCR6 beta-arrestin, luminescence; inhibition, % at 20 µM; 360,000 tested, 0.36% active; in the data active means inhibition above about 34%, passing the limit was not always enough;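 further: antagonist mode with CXCL16 agonist at 10 nM final; 0% = 10 nM CXCL16 with DMSO and 100% = unstimulated wells without agonist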
EBI2 block = blocks human EBI2 receptor beta-arrestin signaling | P32249 | EBI2 beta-arrestin recruitment, luminescence, 7a,25-OHC stimulated | inhibition, % at 5 µM | 360,000 tested, 0.81% active | AID 651636; in the data active means inhibition above about 38%;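 further: enzyme fragment complementation signal reports receptor beta-arrestin coupling in cells; 0% = agonist plus DMSO wells and 100% = wells without agonist; some results beyond the cut were filed as inactive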
MPTP inh = permeability transition pore inhibition. isolated mouse mitochondria, Ca2+ swelling absorbance, 30 min. inhibition, % at 10 µM. 360,000 tested, 1.4% active. AID 602449;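 active means inhibition of 50% or more, scaled per plate between neutral and stimulator controls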;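 further: 0% = DMSO wells given calcium and 100% = 1 mM EGTA wells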
A3G deaminase = blocks human APOBEC3G single-stranded DNA deamination. recombinant A3G, ssDNA deamination FAM/TAMRA fluorescence. AID 493012. inhibition, % at 20 µM. 330,000 tested, 0.28% active;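 active means inhibition of at least 40% at 20 µM, with no more than 30% in the related APOBEC3A deaminase screen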;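 further: plate controls were DMSO wells with A3G for no effect and wells lacking A3G enzyme for full effect; some compounds called inactive have numbers as strong as hits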
Target sequence (Q9HC16 whole entry, looked up): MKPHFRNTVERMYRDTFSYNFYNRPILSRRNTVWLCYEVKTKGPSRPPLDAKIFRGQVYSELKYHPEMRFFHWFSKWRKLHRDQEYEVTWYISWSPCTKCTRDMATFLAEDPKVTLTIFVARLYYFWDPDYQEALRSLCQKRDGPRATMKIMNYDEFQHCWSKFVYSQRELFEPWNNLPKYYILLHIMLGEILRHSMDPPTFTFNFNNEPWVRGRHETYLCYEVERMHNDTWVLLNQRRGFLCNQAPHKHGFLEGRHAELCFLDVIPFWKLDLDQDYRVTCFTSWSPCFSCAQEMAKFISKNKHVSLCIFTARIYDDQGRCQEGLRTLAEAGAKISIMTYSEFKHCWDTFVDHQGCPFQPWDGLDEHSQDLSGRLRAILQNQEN
Gli-Sufu block = blocks Gli-Sufu signaling in a luciferase reporter. 340,000 tested, 0.74% active. AID 588413. inhibition, % at 5 µM. Sufu-KO-LIGHT fibroblasts, Gli luciferase reporter luminescence;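 active means inhibition above about 55%, limit read from the data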;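 further: 0% = DMSO-treated cells and 100% = wells with medium but no cells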
CCR6 antag = antagonists of human CCR6 receptor. P51684. CHO-K1 CCR6 PathHunter beta-arrestin, luminescence, CCL20-stimulated. inhibition, % at 20 µM. 340,000 tested, 0.49% active;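 active means compounds whose inhibition of the agonist-driven luminescence signal at 20 µM reaches about 50%, limit read from the data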;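 further: cells stimulated with CCL20 at 14 nM final; plate controls were DMSO with CCL20 for no effect and DMSO without agonist for full effect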
Target sequence (P51684 whole entry, looked up): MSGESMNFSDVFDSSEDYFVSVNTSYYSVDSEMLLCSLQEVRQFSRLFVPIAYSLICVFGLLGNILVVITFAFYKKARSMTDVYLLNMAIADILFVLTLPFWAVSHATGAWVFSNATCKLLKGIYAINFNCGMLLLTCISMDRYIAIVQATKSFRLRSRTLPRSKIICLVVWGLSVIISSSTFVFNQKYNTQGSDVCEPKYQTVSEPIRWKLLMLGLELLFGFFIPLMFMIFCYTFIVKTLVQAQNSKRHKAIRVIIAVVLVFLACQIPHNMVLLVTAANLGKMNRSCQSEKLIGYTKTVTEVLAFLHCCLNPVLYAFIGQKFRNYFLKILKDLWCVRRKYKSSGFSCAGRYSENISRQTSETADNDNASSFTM
NR3A LBD binder = modulators (binders) of human NR3A ligand-binding domain; NR3A LBD differential scanning fluorimetry, Tm shift; 0% = protein alone, 100% = glycine-bound protein; Tm shift relative to glycine control, % at 25 µM; 340,000 tested, 2.5% active; AID 1259313;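 active means melting temperature shift of at least 10% of the positive control shift, at one fixed dose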
APOBEC3A inh = blocks human APOBEC3A ssDNA deamination. P31941. AID 493011. inhibition, % at 20 µM. recombinant A3A, FAM/TAMRA ssDNA deamination fluorescence. 330,000 tested, 0.41% active;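 active means at least 40% inhibition at 20 µM here, with at most 30% in a related deaminase screen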;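 further: plate controls were A3A with DMSO for no effect and wells lacking A3A enzyme for full effect; some results filed as inactive read as strong as hits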
Target sequence (P31941 whole entry, looked up): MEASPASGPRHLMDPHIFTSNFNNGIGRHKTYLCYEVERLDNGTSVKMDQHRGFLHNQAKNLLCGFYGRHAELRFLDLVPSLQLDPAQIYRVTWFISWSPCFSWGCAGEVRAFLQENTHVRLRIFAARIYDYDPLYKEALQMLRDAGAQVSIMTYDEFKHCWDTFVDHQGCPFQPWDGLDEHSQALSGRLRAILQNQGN
The depositor's hits bear a star; . = no result given; & = joins results of further samples.

SMILES	CXCR6 block	EBI2 block	MPTP inh	A3G deaminase	Gli-Sufu block	CCR6 antag	NR3A LBD binder	APOBEC3A inh
Cc1cccc(NC(=O)c2cc3ccccc3nc2C)c1	0	-14	0.1	-2	-28	-11	1	7
O=C(CCCCCNC(=O)N1CCn2c1nc1ccccc12)N[C@@H](Cc1ccccc1)C(=O)O	-2	-2	0.1	-8	4	2	-2	0
CC(=O)N1CCN(c2ccc(NC(=O)COc3ccc(Cl)cc3Cl)cc2)CC1	-8	-4	1.2	-5	9	1	-1	2
CCc1n[nH]c(=S)n1/N=C/c1ccc2c(c1)OCO2	0	-15	-0.5	39	5	7	0	-5
CCn1nc(C)cc1C(=O)N1CCCC(Nc2ccc(C(C)C)cc2)C1 (centres undefined)	5	-1	1.1	-3	2	2	2	-4
COc1ccc(-n2c(SCC(=O)Nc3cccc(S(N)(=O)=O)c3)nc3ccccc3c2=O)cc1OC	-4	-8	-0.5	-1	2	10	-2	4
Cc1cccc(CSC2=NCCN2C(=O)c2ccc(Br)o2)c1	3	3	-0.4	-5	-2	12	2	-4
COc1ccc(-c2nnc(C3CCN(S(=O)(=O)c4ccccc4)CC3)o2)cc1	-5	47*	-2.2	-12	11	0	-1	-6
Oc1ccc(C=Nc2ccccc2-c2nc3ccccc3[nH]2)c(O)c1	-10	-6	1.9	-4	-56	1	-2	2
O=C(NCCc1ccc(Cl)cc1)c1cccc(NC2=NC3CS(=O)(=O)CC3S2)c1 (centres undefined)	-1	-3	-2.5	-4	6	-3	0	-6
CC(=O)c1c(C)[nH]c(C(=O)CSc2nnc(NC3CC3)s2)c1C	3	2	-2.6	-9	-5	10	-1	2
Cc1cc(C)cc(Oc2cc(NC(=O)c3cn(C)nc3C)cc([N+](=O)[O-])c2)c1	-8	5	32	-1	17	12	13*	3
O=[N+]([O-])c1ccc2nc(-c3ccccc3)cc(-c3ccccc3)c2c1	-3	-5	2.4	-8	-4	8	1	-2
O=C(NCc1cccnc1)c1cnc2sccn2c1=O	-1	1	-1.1	-3	2	11	0	-1
CC1CCN(C(=S)NCCc2ccccc2)CC1	-9	0	-2.1	-4	-66	-3	0	-1
COc1cc(NS(=O)(=O)c2ccc(NC(=O)c3cccnc3)cc2)ncn1	15	-1	-1.2	3	5	12	-2	0
Cc1ccc(S(=O)(=O)NC2CCCCC2)c(C)c1NS(C)(=O)=O	6	-2	-1.2	-4	-5	-2	-1	0
CCCn1c(CCc2ccccc2)nnc1SCC(=O)N1CCOCC1	-4	1	-2.3	-8	3	7	-1	-6
Cc1ccc(Oc2cc(NN3CCCCC3)c([N+](=O)[O-])cc2[N+](=O)[O-])c(Cl)c1	7	20	-0.5	3	9	12	-2	2
CC(C)CC(NC(=O)c1ccccc1NC(=O)c1ccccc1)C(=O)O (centres undefined)	0	1	1.0	-7	.	2	-2	-4
Cc1ccc(-c2csc3nc4c5ccccc5c(NCCCN(C)C)nn4c(=O)c23)cc1	1	-7	2.7	0	15	21	-17	5
COc1ccc(NC(=O)CSc2cccc3cccnc23)c(OC)c1	9	2	0.8	-2	-6	15	-3	1
CCc1nn2c(N)c(/C=C3\C=Nc4ccccc43)c(=O)nc2s1	-3&3	0&-2	1.7&0.0	-8&-13	-6&-2	14&11	1&-5	-3&-4
Cc1nc(CCNC(=O)CC2C(=O)NCCN2Cc2ccccc2)nc2c1CCC2 (centres undefined)	0	-5	-1.2	-5	-10	13	1	1
CCCc1ccc(C(=O)CCC(=O)O)cc1	-1	3	6.3	-5	-1	-9	1	-5

The results go on.
SMILES	CXCR6 block	EBI2 block	MPTP inh	A3G deaminase	Gli-Sufu block	CCR6 antag	NR3A LBD binder	APOBEC3A inh
CCCn1nc(NC(=O)C(C)C)c2cc3cc(OC)ccc3nc21	-4	16	0.6	1	-13	-5	1	8
O=C(c1cccc2ccccc12)N1CCC(N2CCN(c3ccccc3)CC2)CC1	5	-20	-0.3	-9	1	-4	1	-7
S=c1nc(-c2ccccc2)n(CCCn2ccnc2)c2c1CCCC2	3	-1	-0.2	-9	4	2	4	-8
Nc1c(N(CCC2=CCCCC2)C(=O)c2ccc([N+](=O)[O-])o2)c(=O)[nH]c(=O)n1Cc1ccccc1	-10	-6	-2.1	-3	14	1	-6	-2
CN(C)c1cccc(C(=O)Nc2cccc(F)c2)c1	-2	9	1.4	1	-63	8	3	2
Cc1c(NC(=O)CSc2nnc(-c3cccnc3)n2N)c(=O)n(-c2ccccc2)n1C	2	-2	-0.9	-11	1	5	6	-5
O=C(NCCc1ccc(Cl)cc1)/C(=C/c1cccnc1)NC(=O)c1ccccc1	-2	3	2.3	-6	4	4	-2	-2
O=C(NCCN1C(=O)S/C(=C\c2cccnc2)C1=O)c1ccc(S(=O)(=O)N2CCCC2)cc1	-2	-1	0.8	-3	1	-11	-1	5
O=C(CSc1ccsc1[N+](=O)[O-])NCc1ccccc1	2	4	0.9	-3	-11	5	-4	-2
O=C(CCNC(=O)c1ccc([N+](=O)[O-])cc1)Nc1nc2ccccc2[nH]1	-13	-6	-1.3	-8	-6	6	-1	0
O=C(Nc1cccnc1)c1ccc(COCC(F)(F)F)cc1	-4	4	-0.5	-5	-6	8	11*	0
Cc1cc(C)cc(C(=O)NCC(=O)OCC(=O)N(C)c2ccccc2)c1	9	1	1.7	-12	-5	-8	1	1
Cc1ccc(S(=O)(=O)Nc2ccc3c(c2)CC(=O)N([C@H](C)CO)C[C@@H](C)[C@H](CN(C)S(=O)(=O)c2ccccc2)O3)cc1	1	-5	-1.7	-9	-3	11	5	-3
CCN(C(=O)CCCC(=O)N(CC)c1ccccc1)c1ccccc1	-4	0	1.5	-5	5	0	-2	0
CCOc1ccc(-n2cc(C(=O)N3CCCCCC3)c3cc(OC)c(OC)cc3c2=O)cc1	3	-5	0.6	1	-1	-6	-6	3
NC(=O)NC(CC(=O)Nc1cccnc1)c1cccc(Br)c1 (centres undefined)	2	4	-0.9	-5	5	3	2	-2
COc1cc(OC)c2c(C)cc(=O)oc2c1C(CCN1CCOCC1)c1ccc2c(c1)OCO2 (centres undefined)	12	8	-1.1	-9	18	12	-1	-1
Cc1ccc(Sc2ccc(S(=O)(=O)Nc3ccc(CC(=O)O)cc3)cc2)cc1C	10	-3	-1.6	-6	1	-4	-12	-4
COc1ccccc1N1CC(C(=O)Nc2nnc(SCc3ccccn3)s2)CC1=O (centres undefined)	-1	-2	-0.1	-4	-3	-5	1	-3
CC(C)CNC(=O)COC(=O)c1ccc([N+](=O)[O-])cc1Cl	-10	-15	1.1	-1	-2	-23	-2	0
Cc1cc(N2C(=O)C(O)=C(C(=O)c3ccc(C)o3)C2c2cccc(Oc3ccccc3)c2)no1 (centres undefined)	-4	-7	5.7	-4	5	5	-5	-5
Cc1nc2cc(C(F)(F)F)ccc2n1C	-1	-18	-2.0	3	0	-5	-2	1
COc1cc([N+](=O)[O-])ccc1NC(=O)COC(=O)c1ccc(NC(N)=O)cc1	4	-7	-0.1	-3	-5	7	-1	8
CC(C)COC(=S)Nc1ccccc1	-1	1	-4.9	-8	-25	3	0	-1
COc1ccc(N2CCN(C(=O)COC(=O)c3cnccn3)CC2)cc1	-2	-1	-0.3	-1	-6	11	0	-2

(next part)
SMILES	CXCR6 block	EBI2 block	MPTP inh	A3G deaminase	Gli-Sufu block	CCR6 antag	NR3A LBD binder	APOBEC3A inh
O=C(O)CSc1nc2ccc(Cl)cc2[nH]1	4	-2	-1.2	7	-22	14	1	5
Cc1cc(NC(=O)CSc2nnc(-c3ccccc3)n2C)no1	10	-8	0.1	-3	5	10	1	0
NS(=O)(=O)c1ccc(CCNC(=O)CN2CCN(c3ccc(F)cc3)CC2)cc1	1	11	0.6	-4	-2	11	-3	-1
O=C(CCN1C(=O)[C@@H]2Cc3ccccc3CN2C1=O)NCc1ccccc1Cl	0	1	1.4	-1	-13	21	-2	0
CN(Cc1ccc(OC(F)F)cc1)C(=O)c1cccc(S(=O)(=O)N2CCN(Cc3ccccc3)CC2)c1	-3	29	58*	.	58*	19	-1	.
Cc1noc(C)c1S(=O)(=O)Nc1ccc(C(=O)N2CCN(c3cccc(Cl)c3)CC2)cc1	1	-4	6.0	3	5	2	-26	4
C/C(=N\Nc1nc2ccccc2nc1C)c1ccccc1O	3	7	11	3	-6	13	2	6
N/C(COc1ccc(F)cc1)=N\NC(=O)c1cccnc1Oc1ccccc1	5	3	-1.8	-5	-1	-1	0	1
CCC1(C)Cc2ccccc2-c2[nH]c(=S)[nH]c(=O)c21 (centres undefined)	0	4	-0.1	-13	-6	-2	-1	-8
CCC(Sc1nc(N)cc(=O)[nH]1)C(=O)NC(C(=O)OC)c1ccccc1 (centres undefined)	.	.	.	-5	1	-2	2	-8
CN(C)CCNc1nc(-c2ccccc2)nnc1C(F)(F)F	3	-9	0.7	-3	8	13	0	-1
CC(C)C(C(=O)NC1=NCCS1)c1ccc(Cl)cc1 (centres undefined)	0	-7	-0.7	-3	6	0	-1	1
COc1ccc(CCn2c(=N)c(C(=O)NCc3ccco3)cc3c(=O)n4ccccc4nc32)cc1OC	10	14	0.2	.	4	38	-1	.
O=C(NNC(=O)c1csc(-c2cccnc2)n1)c1ccccc1	0	4	0.0	11	-4	4	1	5
O=C1C2C(c3cccc(/C=C/c4ccccc4)c3)CC=CC2C(c2ccc(C(F)(F)F)cc2)N1Cc1ccccc1 (centres undefined)	11	4	-0.9	-3	-7	11	0	0
O=C1/C(=C\c2ccc(Cl)c(Cl)c2)CN(C(=O)CCN2CCOCC2)C/C1=C/c1ccc(Cl)c(Cl)c1	32	90*	-3.0	.	10	56*	-2	.
COc1ccc(Br)cc1C(=O)N/N=C/c1ccc([N+](=O)[O-])cc1	-6	8	-0.2	-4	10	-21	2	-4
CC(Oc1ccc(C#N)cc1)C(=O)N1CC=C(c2ccccc2)CC1 (centres undefined)	0	3	0.8	-1	10	9	1	-2
CCOc1cc(/C=N/Nc2nc3ccccc3[nH]2)cc(Br)c1OCC(=O)N(C)C	-10	3	2.1	-9	7	2	-2	-3
CCc1ccc(CN2CCCC(C(=O)Nc3ccc(-c4cscn4)cc3)C2)o1 (centres undefined)	5	5	2.2	-6	-7	7	0	-2
CC1=CC(C)(C)[N+](C)=CN1c1ccccc1	8	-6	-1.8	15	1	2	1	57*
O=[N+]([O-])c1cc(Cl)cc(/C=N/NC(=S)Nc2cc(S(=O)(=O)N3CCOCC3)ccc2Cl)c1O	34	6	76*	6	5	63*	5	2
NC(=O)C1CCN(C(=O)c2cc(S(=O)(=O)N3CCN(c4ccccc4)CC3)ccc2Cl)CC1	-5	4	-1.1	.	3	12	1	.
O=C(Cc1ccc(Cl)cc1)Nc1ccc(N2CCN(C(=O)c3ccco3)CC2)c(Cl)c1	15	-3	2.1	-4	-3	-8	-1	0
Cn1c(O)c(N=NC(=O)c2cccc(S(=O)(=O)N3CCCCC3)c2)c2ccccc21	-2	1	2.6	-6	-1	5	-8	-4

The list continues.
SMILES	CXCR6 block	EBI2 block	MPTP inh	A3G deaminase	Gli-Sufu block	CCR6 antag	NR3A LBD binder	APOBEC3A inh
O=C1c2ccccc2C(=O)N1Cc1cc(Cl)c(O)c([N+](=O)[O-])c1	12	4	-0.2	-6	-40	14	4	1
O=c1[nH]c2ccccc2nc1/C=C/c1ccc(O)cc1	-4	3	1.1	-8	-19	5	7	-1
C/C(=N\NC(=O)c1ccc(O)cc1)c1ccc(NC(=O)Cc2ccccc2)cc1	4	-1	-1.1	-5	-12	1	-1	-1
O=c1cc(-c2nn[nH]n2)[nH]c(=O)[nH]1	1	-13	-1.0	.	1	5	-1	.
CC(C)Cc1nnc(NC(=O)Nc2ccccc2)s1	2	-4	3.6	-4	-50	-3	-5	70*
CCN(CC)CCOCCOc1cc(C)c(Cl)c(C)c1	-1	5	1.3	-4	4	14	-3	-1
